All columns: NCI-60 one-dose screen, growth in % after 48 h at 10 µM unless noted; 100 = growth as untreated, 0 = no growth, -100 = all killed.
HL-60(TB) – HL-60(TB) leukemia cells; 78,000 compounds, 9% hits; AID 1794776; active = growth percent below 10
The depositor's hits bear a star; & = joins results of further samples; [ ] = another dose, or the depositor's remark. A portion of the library (hit frequency here may not be typical).

Compound	HL-60(TB)
Nc1ccc(C(F)(F)F)cc1	75
CC(C)CC[n+]1cccc(C(N)=O)c1	101
CCCCCCCC(=O)Oc1ccc(Cl)cc1	83
CCN1CCC(O)(C(C(=O)OC)c2ccccc2)CC1 (stereo unspecified)	105
O=S(=O)(Nc1ccc(O)cc1)c1ccccc1	40
Cc1nc2c(N)nn(C)c2nc1C	99
CCOC(=O)c1cc(=O)[nH]c2ccccc12	95
CC([N+](=O)[O-])S(=O)(=O)c1ccccc1 (stereo unspecified)	99
NC(=O)CSc1oc(-c2ccccc2)nc1S(=O)(=O)c1ccc(F)cc1	81
O=c1c2sc3ncc(Cl)cc3c2ncn1-c1cccc(Cl)c1	85
COc1cc2c(cc1OC)C(Sc1ccc(F)cc1)c1c(nc(N)c(C#N)c1N)O2 (stereo unspecified)	-14*
Clc1ccc(Nc2cccc(-c3[nH]nc4ncccc34)c2)cc1	83
OCC1C(O)CON(c2ccccc2)C1c1ccccc1 (stereo unspecified)	102
Cc1cc2c(c(C)c1Cl)C(=O)/C(=C/c1ccccc1O)O2	77
COc1ccc(/C(C)=C(\c2ccc(OCCN3CCCCCC3)cc2)c2ccc(OC(=O)c3ccccc3)cc2)cc1	31
O=C(NC1c2ccccc2Oc2ccccc21)OC1CCCCC1	91
O=[N+]([O-])c1ccc(CBr)c(I)c1	99
O=C1Nc2ccc(C(=O)O)cc2/C1=N/c1nnc(Sc2ccccc2)s1	96
COc1ccc(N(c2nc(-c3ccc(Br)cc3)cs2)C(C)C)cc1	98
C=C(C)[C@@H]1CC[C@]2(C(=O)N/N=C/c3cccnc3)CC[C@]3(C)[C@H](CC[C@@H]4[C@@]5(C)C/C(=C/c6cccnc6)C(=O)C(C)(C)[C@@H]5CC[C@]43C)[C@@H]12	72
Cc1cc(NC(=O)c2ccc(C)c(Nc3nccc(-c4cccnc4)n3)c2)cc(-n2cnc(C)c2)c1	23
CC/C(=C\c1cccc([N+](=O)[O-])c1)c1ccncc1	66
CCC(CC)(Cc1ccccc1)C(=O)O	105
CCCNC(=O)c1sc2ncnc(Oc3ccc(NC(=O)Nc4ccc(C)c(Cl)c4)cc3)c2c1C	61
NC(N)=N/N=C/C=C/c1ccco1	102
O=c1oc(-c2ccc(Cl)cc2Cl)nc2cc(Cl)ccc12	89
COc1cc(OC)c(/C=C/C(=O)c2c(OC)cc(NC(=O)CCC(=O)O)cc2OC)c(OC)c1	106
CCC(c1ccc(O)cc1)C(CC)c1ccc(O)cc1 (stereo unspecified)	104
NNC(=O)CO	104
COc1ccc(C(=O)N/N=C/c2ccc(OC)c(Br)c2)cc1	98
C(=NC1CCCCC1)c1c[nH]c2ccccc12	95
O=c1[nH]c2ccccc2n1C1CCN(CCOc2ccccc2)CC1	50
Cc1ccccc1C(=O)Oc1cc(Cl)c(Cl)cc1Cl	102
CCCCCc1cc[n+](/C=C/c2ccccc2)cc1	63
CN1CCN(Cn2nc(-c3cc(F)c(Cl)cc3Cl)n(/N=C/c3ccc(N(C)C)cc3)c2=S)CC1	83
Cc1ccc(NC(=O)N2CC2)cc1NC(=O)N1CC1	87
COc1ccc2c(c1)C(=O)c1c-2c(OCCCN(C)C)nc2cc(Br)ccc12	98
CCc1c(C(=O)N[C@H]2c3cc(Cl)ccc3CC[C@H]2O)[nH]c(C)c1C(C)=O	79
CN1c2c(C(=O)O)cnn2CC1c1ccccc1 (stereo unspecified)	104
C[C@]1(COc2ccc(N3CCC(Oc4ccc(OC(F)(F)F)cc4)CC3)cc2)Cn2cc([N+](=O)[O-])nc2O1	93
N#CC(N=Nc1cccc2ccccc12)C(N)=O (stereo unspecified)	97
CCOC(=O)/C(C#N)=C(/CC)OCC	95
O=C1c2ccccc2N2C(=O)CSC2=C2CCCN12	88
CN(C)CCC(O)c1c[nH]c2ccccc12 (stereo unspecified)	92
CC1=NN(c2nc(-c3ccccc3)c(C#N)c(=O)n2C)C(=O)C1	131
O=C(Cn1c(-c2ccccc2)nc2cc(Cl)c(Cl)cc21)N=Nc1c(O)[nH]c2ccc(Cl)cc12	92
O=C1c2cccc3c(-c4ccc(Cl)cc4)ccc(c23)C(=O)N1c1nc2ccccc2s1	102
CO/N=C(\C)c1ccc(NC(=O)C(C)N2CCN(c3cc4c(cc3F)c(=O)c(C(=O)O)cn4C3CC3)CC2)cc1 (stereo unspecified)	79
COC(=O)CNS(=O)(=O)c1ccc2c(c1)Cc1cc(S(=O)(=O)NCC(=O)OC)ccc1-2	99
Cc1ccc(/C=N/Nc2nc3c(c(=O)n(C)c(=O)n3C)n2C)cc1	113

Next section.
SMILES | HL-60(TB)
CC[C@@H](C)[C@@H]1NC(=O)C(NC(=O)C(CC(C)C)N(C)C(=O)C2CCCN2C(=O)C(C)O)C(C)OC(=O)C(Cc2ccc(OC)cc2)N(C)C(=O)C2CCCN2C(=O)C(CC(C)C)NC(=O)C(C)C(=O)C(C(C)C)OC(=O)C[C@H]1O (stereo partly specified) | -25*
CCOC(=O)C(=CNC(=S)Nc1ccc(OCC)cc1)C(=O)OCC | 105
O=C(CSc1nc2ccccc2c(=O)[nH]1)Nc1ccc(C(=O)O)cc1 | 91
O=S(=O)(O)c1cccc2cccc(Nc3ccccc3)c12 | 67
O=C(c1c[nH]c2ccccc12)C1OC12C(=O)Nc1ccccc12 (stereo unspecified) | 93
CCOC(=O)CN1/C(=N/c2sc3c(c2C(=O)OCC)CCSC3)SC(=O)/C1=C\C(=O)OC | 93
Cn1cnc2c(ncn2C2CC(O)C(CO)O2)c1=N (stereo unspecified) | 107
O=C1/C(=C\c2ccccc2[N+](=O)[O-])Sc2c(F)cccc21 | 72
CCN1C(=O)N(CC)C2C1NN=c1s/c(=C\c3ccc(F)cc3)c(=O)n12 (stereo unspecified) | -47*
Cc1nc2ccccc2c(/C=C/c2ccc(Cl)cc2)c1C(=O)/C=C/c1ccc(F)cc1 | -7.9*
COc1cc(C)ccc1OCC(=O)O | 83
Cc1ccn2c3c(c(C(=O)O)c2c1)C(=O)c1ccccc1C3=O | 73
CCN(CC)CCCN1C(=O)c2c(c(C)c3c(oc4cc(O)ccc43)c2C)C1=O | -48*
COc1cc(C2CC(c3cc(OC)c(OC)c(OC)c3)=NN2C(C)=O)ccc1OCc1ccc(F)cc1 (stereo unspecified) | 37
CC(=O)CC(=O)Nc1ccc(OS(N)(=O)=O)cc1 | 111
Cc1nc2cccc(NCCCCC(=O)NO)c2c(=O)n1-c1ccccc1 | 43
Nc1nn2c(-c3cc4cc(Br)ccc4oc3=O)ccnc2c1N=Nc1ccc(C(=O)O)cc1 | 103
Oc1ccc(O)c(Cl)c1 | 95&12
O=C(CCCCCCC(=O)Nc1ccc(C(=O)/C=C/c2cn(-c3ccccc3)nc2-c2ccc(Br)cc2)cc1)NO | 108
Clc1ccc2c(NCCCn3cnc4c(N5CCCCC5)nc(Cl)nc43)ccnc2c1 | 62

Some of the entries so far, field by field:
> CC[C@@H](C)[C@@H]1NC(=O)C(NC(=O)C(CC(C)C)N(C)C(=O)C2CCCN2C(=O)C(C)O)C(C)OC(=O)C(Cc2ccc(OC)cc2)N(C)C(=O)C2CCCN2C(=O)C(CC(C)C)NC(=O)C(C)C(=O)C(C(C)C)OC(=O)C[C@H]1O (stereo partly specified)
  HL-60(TB): -25*

> CCOC(=O)CN1/C(=N/c2sc3c(c2C(=O)OCC)CCSC3)SC(=O)/C1=C\C(=O)OC
  HL-60(TB): 93

The list continues.
SMILES | HL-60(TB)
O=C(O)c1cnnn1-c1ccc(Cl)cc1 | 95
CCC[S+](CCC)CC(=O)c1ccc(-c2ccccc2)cc1 | 99
CCOC(=O)C1=NN(c2ccccc2)C2=NC(=O)/C(=C(/C)c3cc4ccccc4o3)C(=O)N12 | 105
O=c1[nH]c2ccccc2cc1-c1nnc(Cc2ccccc2)o1 | 27
Oc1c(I)cc(-c2nc3ccccc3s2)cc1CN(Cc1ccccn1)Cc1ccccn1 | 2.1*
COc1ccc(Cc2nnc3sc(SCc4ccccc4)nn23)cc1 | 101
COc1ccccc1NC(=O)N(O)C1(C#N)CCCCC1 | 98
O=C1C=C(N2CC2)c2ccccc2C1=O | 8.4*
CC(c1ccccc1)C(C)(C#N)c1ccccc1 (stereo unspecified) | 111
CN1CCCC1c1ccc(=O)[nH]c1 (stereo unspecified) | 61
Clc1nc(Cl)nc(Nc2ccccc2Cl)n1 | 114
C1=Nc2c(c(-c3ccccc3)c(-c3ccccc3)n2C2CCCCC2)C2=NCCN12 | 101
CC(=Nc1ccc2c(c1)C(=O)c1ccc(N=C(C)N(C)C)cc1C2=O)N(C)C | 106
CN(C)c1ccccc1CCO | 112
COc1ccc(-c2cn(C/C=C3\C=CN(S(=O)(=O)c4ccccc4)CC3)nn2)cc1 | 88&100
CCOC(=O)c1cc(Cl)cc(C(=O)OCC)n1 | 105
O=[N+]([O-])c1cc(S(=O)(=O)O)cc2cc(S(=O)(=O)O)cc(S(=O)(=O)O)c12 | 91
CC(C)OC(=S)[S-].[Au+].c1ccc([PH+](c2ccccc2)c2ccccc2)cc1 | 1.1*
CCCCOc1ccc(/C=N/Nc2cc(C)nc3ccc(Br)cc23)cc1 | 1.5*
CC(C)C1=C[C@@]23CC[C@@H]4[C@](C)(CCC[C@]4(C)C(=O)NCc4ccccc4)[C@H]2C[C@@H]1[C@H]1C(=O)OC(=O)[C@H]13 | 3.6*

Ordered by formula weight (low to high): 19 of the compounds above.
SMILES | HL-60(TB)
CN(C)c1ccccc1CCO | 112
CN1CCCC1c1ccc(=O)[nH]c1 (stereo unspecified) | 61
O=C1C=C(N2CC2)c2ccccc2C1=O | 8.4*
O=C(O)c1cnnn1-c1ccc(Cl)cc1 | 95
CC(c1ccccc1)C(C)(C#N)c1ccccc1 (stereo unspecified) | 111
CCOC(=O)c1cc(Cl)cc(C(=O)OCC)n1 | 105
Clc1nc(Cl)nc(Nc2ccccc2Cl)n1 | 114
COc1ccccc1NC(=O)N(O)C1(C#N)CCCCC1 | 98
CCC[S+](CCC)CC(=O)c1ccc(-c2ccccc2)cc1 | 99
COc1ccc(Cc2nnc3sc(SCc4ccccc4)nn23)cc1 | 101
C1=Nc2c(c(-c3ccccc3)c(-c3ccccc3)n2C2CCCCC2)C2=NCCN12 | 101
CCCCOc1ccc(/C=N/Nc2cc(C)nc3ccc(Br)cc23)cc1 | 1.5*
O=[N+]([O-])c1cc(S(=O)(=O)O)cc2cc(S(=O)(=O)O)cc(S(=O)(=O)O)c12 | 91
CCOC(=O)C1=NN(c2ccccc2)C2=NC(=O)/C(=C(/C)c3cc4ccccc4o3)C(=O)N12 | 105
Clc1ccc2c(NCCCn3cnc4c(N5CCCCC5)nc(Cl)nc43)ccnc2c1 | 62
CC(C)C1=C[C@@]23CC[C@@H]4[C@](C)(CCC[C@]4(C)C(=O)NCc4ccccc4)[C@H]2C[C@@H]1[C@H]1C(=O)OC(=O)[C@H]13 | 3.6*
Oc1c(I)cc(-c2nc3ccccc3s2)cc1CN(Cc1ccccn1)Cc1ccccn1 | 2.1*
CC(C)OC(=S)[S-].[Au+].c1ccc([PH+](c2ccccc2)c2ccccc2)cc1 | 1.1*
O=C(CCCCCCC(=O)Nc1ccc(C(=O)/C=C/c2cn(-c3ccccc3)nc2-c2ccc(Br)cc2)cc1)NO | 108

The listing continues:
SMILES | HL-60(TB)
Cc1ccc(C)c(N)c1 | 77
O=C1NC(=S)N/C1=C/c1ccc2c(c1)CCC2 | 32
N#C/C(=C\c1ccc(N2CCOCC2)cc1)C(=O)Nc1sc2c(c1C#N)CCCC2 | 106
O=C1c2c(c3c4cc(F)ccc4oc3c3[nH]c4ccc(Br)cc4c23)C(=O)N1O | 17
O=C(/C=C/c1ccc(O)c(O)c1)O[C@@H]1C[C@]2(O)C[C@@H](OC2=O)[C@@H]1O | 91
CC(C)CC(=O)NS(=O)(=O)c1ccccc1 | 110
COc1cc(-c2nc(-c3nc4cc(C(=O)c5ccccc5)ccc4[nH]3)cc3c2[nH]c2ccccc23)cc(OC)c1OC | 90
CC(=O)Nc1sc2c(c1C(=O)NC(C)(C)C)CCCC2 | 109
OC(CNc1cccc(Cl)c1)c1ccccc1 (stereo unspecified) | 111
O=C1CC2CC=CCN2C=C1N1CCCCC1=O (stereo unspecified) | 112
CC(=O)Nc1c(Br)cc2c(c1Br)C(=O)c1ccccc1-2 | 98
COC(=O)C1(C)CCCC2(C)C3CCC(C(C)C)C(CO)C3C(CO)CC12 (stereo unspecified) | 77
COc1ccc(/C=C2\SC(=Nc3ccccc3)N(Cc3nc4ccccc4[nH]3)C2=O)c(OC)c1 | 104
CC1(C)Cc2c(cn(Cc3ccccc3)c2-c2ccccc2)-c2oncc21 | 86
OCc1ccccc1C(c1ccc(O)cc1)c1ccc(O)cc1 | 97
Cc1cc2c(cc1Cl)C(=O)/C(=C/c1ccc(C(C)C)cc1)O2 | 100
CCC1CCN(CC)CC1 | 102
C=C1SC(=Nc2c(C)cc(C)cc2C)N(C(=O)c2sc3ccccc3c2Cl)C12CCCCC2 | 80
N=C(N)SCCCCCCCCCSC(=N)N | 54
COc1ccc(-c2cc(NC(=O)Nc3ccccc3)no2)cc1 | 91
O=C(Nc1ccc(C2=NCCCN2)cc1)c1ccc(C(=O)Nc2ccc(C3=NCCCN3)cc2)nc1 | 79
COc1ccc(CNC(=O)C2CSC3c4ccccc4C(=O)N23)cc1OC (stereo unspecified) | 67[100 µM]
CNC(=O)Oc1c(Cl)cc([N+](=O)[O-])cc1[N+](=O)[O-] | 92
CCC(CCCN1C(=O)c2ccccc2C1=O)Nc1cc(OC)cc2c(C)ccnc12 (stereo unspecified) | 87
COCCN1CCN(c2ncc([N+](=O)[O-])c(N3CCN(CCOC)CC3)n2)CC1 | 103
Cc1ccc(S(=O)(=O)N(C(=S)OCCN2C(=O)c3ccccc3C2=O)c2ccccc2F)cc1 | 71
O=C1/C(=C\c2cn(Cc3cccc4ccccc34)c3ccccc23)c2ccccc2N1c1c(Cl)cccc1Cl | 93
COc1ccc(-n2nc(C(=O)NCCCCCC(=O)NO)nc2-c2ccccc2)cc1 | 109
O=C(N/N=C/c1ccncc1)c1ccncc1 | 98
OC(c1cccs1)c1cccs1 | 109
CCCCCCCC[N+]1(C)CCCC1c1cccnc1 (stereo unspecified) | 80
CC(C)(C)c1ccc(N)c([N+](=O)[O-])c1 | 98
CCCCCCCCCC1=NC(C)(C)CN1C(C)(C)CO | -21*
Nc1[nH]nc2[nH]c(=S)nc(-c3ccco3)c12 | 98
CCOC(=O)C(CCCCC(NC(C)=O)(C(=O)OCC)C(=O)OCC)(NC(C)=O)C(=O)OCC | 104
Cc1c(C(C)(C)O)cn2ncnc(Oc3ccc(NC(=O)Nc4ccc(Cl)c(C(F)(F)F)c4)c(F)c3)c12 | 63
